N370S GC = inhibits or activates N370S mutant glucocerebrosidase. P04062. N370S GC spleen homogenate, 4MU-glucoside fluorescence. Potency, µM (top dose mostly 59.4 µM), without a hit: at the top dose activity change, negative = inhibition, usual class: inhibitors. 330,000 compounds, 0.092% hits;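 note: 0% = full enzyme activity and -100% = no enzyme basal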
GCN5L2 inh = inhibitors of human GCN5L2 histone acetyltransferase | 390,000 compounds, 0.21% hits | Q92830 | GCN5L2 HAT assay, ThioGlo1 CoA-SH fluorescence | Potency, µM (highest dose often 58.9 µM), without a hit: at the highest dose activity change, negative = inhibition, actives largely listed as inhibitors
Target sequence (Q92830 whole entry, looked up): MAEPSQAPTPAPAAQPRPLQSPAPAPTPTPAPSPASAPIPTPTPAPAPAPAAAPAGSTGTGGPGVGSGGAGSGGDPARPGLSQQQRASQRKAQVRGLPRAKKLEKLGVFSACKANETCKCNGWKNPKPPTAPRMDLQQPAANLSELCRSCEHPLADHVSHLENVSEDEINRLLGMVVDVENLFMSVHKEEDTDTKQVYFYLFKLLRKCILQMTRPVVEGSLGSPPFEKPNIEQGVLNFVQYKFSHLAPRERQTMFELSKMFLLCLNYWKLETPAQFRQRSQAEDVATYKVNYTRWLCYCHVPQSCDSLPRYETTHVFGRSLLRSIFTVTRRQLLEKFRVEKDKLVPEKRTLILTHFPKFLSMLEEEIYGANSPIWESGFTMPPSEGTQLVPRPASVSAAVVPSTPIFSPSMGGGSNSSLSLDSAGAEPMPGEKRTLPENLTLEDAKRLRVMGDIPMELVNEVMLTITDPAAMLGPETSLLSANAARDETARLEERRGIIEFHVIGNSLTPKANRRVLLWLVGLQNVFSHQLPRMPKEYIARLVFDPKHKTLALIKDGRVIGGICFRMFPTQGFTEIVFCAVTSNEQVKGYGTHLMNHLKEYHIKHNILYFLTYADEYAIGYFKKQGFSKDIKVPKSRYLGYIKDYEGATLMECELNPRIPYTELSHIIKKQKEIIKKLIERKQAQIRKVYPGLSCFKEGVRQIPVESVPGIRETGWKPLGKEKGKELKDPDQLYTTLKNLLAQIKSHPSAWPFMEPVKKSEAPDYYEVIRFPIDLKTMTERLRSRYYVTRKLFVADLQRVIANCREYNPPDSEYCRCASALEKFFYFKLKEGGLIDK
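Preincubate 20nM GCN5L2 with compound 15 min, RT → add 50uM ThioGlo1 + 75uM H3(1-25) + 70uM acetyl-CoA → read fluorescence 0 and 20 min. Primary qHTS; fluorescent artifacts likely.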
FEN1 inhibitor = blocks human flap endonuclease 1; 390,000 compounds, 0.35% hits; Recombinant FEN1 flap cleavage, fluorescence, 15 min; Potency, µM (series often up to 114 µM), inactives show top-dose activity change, negative = inhibition, hits mostly inhibitors; P39748; note: nearly all actives have a fitted effect of over 65% in size
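Steps: FEN1 (10 nM) dispensed; compound added by pin tool; 15 min at room temperature; substrate added to 50 nM final; reads at 0 min and 15 min; data normalized and fitted (four-parameter Hill).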
* = called active by the depositor; u = inconclusive; x = not tested or not shown; & = joins results of further samples; [ ] = remark or other dose. Calls come from the whole dose curve; as a rule, active = well fitted curve in the direction sought with a large enough effect; inconclusive = small, poorly fitted or top-dose-only effect, or another doubt; inactive = no such curve, though single readings can be large; an effect the other way counts as inactive or inconclusive. Unless noted, % is set by controls: 0 for no effect and ±100 for the full control effect; potency is the fitted concentration of half-maximal effect.

Preview (5 entries):
SMILES	N370S GC	GCN5L2 inh	FEN1 inhibitor
COc1ccc(C2/C=C\CN(Cc3ccco3)C(C)C(=O)N2Cc2ccc(F)cc2)cc1 (stereo not drawn)	-5%	x	0%
CC(=O)Nc1ccc(OCC(O)CN2CCN(c3ccc(C)c(Cl)c3)CC2)cc1 (stereo not drawn)	-4%	-2%	0%
COC(=O)CSc1nc2sc3c(c2c(=O)n1-c1ccc(OC)cc1)CCN(C)C3	-11%	-5%	-1%
O=C1CNCc2[nH]c3ccccc3c2N1c1ccccc1	-8%	-2%	-7%
COc1ccc(C/C(N)=N/n2cnnc2)cc1	10%	-4%	-3%

The list itself, repeating the preview:
SMILES	N370S GC	GCN5L2 inh	FEN1 inhibitor
COc1ccc(C2/C=C\CN(Cc3ccco3)C(C)C(=O)N2Cc2ccc(F)cc2)cc1 (stereo not drawn)	-5%	x	0%
CC(=O)Nc1ccc(OCC(O)CN2CCN(c3ccc(C)c(Cl)c3)CC2)cc1 (stereo not drawn)	-4%	-2%	0%
COC(=O)CSc1nc2sc3c(c2c(=O)n1-c1ccc(OC)cc1)CCN(C)C3	-11%	-5%	-1%
O=C1CNCc2[nH]c3ccccc3c2N1c1ccccc1	-8%	-2%	-7%
COc1ccc(C/C(N)=N/n2cnnc2)cc1	10%	-4%	-3%
COc1ncc2nc(-c3cn(C)c4ccccc34)c(=O)n(C)c2n1	1%	-16%	x
COc1cc(NC(=O)CN2CCCN(Cc3cccc(F)c3)S2(=O)=O)cc(OC)c1	x	1%	8%
CCOC(=O)c1c(-c2cccc([N+](=O)[O-])c2)csc1NC(=O)C1CC1	12%	-8%	-13%
Cc1cc(C)cc(OCC(=O)NNC(=O)c2cc3ccccc3oc2=O)c1	7%	-8%	-2%
O=C(/C=C/c1cc2c(cc1Br)OCO2)NCc1ccc(Cl)cc1	6%	-6%	10%
COc1cccc(NC(=O)CCS(=O)(=O)c2cccs2)c1	-5%	-12%	9%
O=C(CN(CCc1ccccc1)C(=O)Cn1nnc(-c2cccs2)n1)NCc1ccco1	6%	-3%	6%
Cc1ccc(C)c(N2CCN(C(=O)CS(=O)(=O)c3cccc4nsnc34)CC2)c1	x	-14%	7%
COc1cccc(Cn2c(=O)c(-c3ccc(Cl)cc3)nc3cncnc32)c1	13%	-22%	x
OC(CN1CCN(Cc2ccccc2)CC1)c1ccccc1 (stereo not drawn)	0%	-3%	4%
O=C(c1cc2ccccc2o1)N1CCN(S(=O)(=O)/C=C/c2ccccc2)CC1	-8%	-8%	0%
O=C(Nc1cccc(Cl)c1)C1CCCN(S(=O)(=O)c2ccc(F)cc2)C1 (stereo not drawn)	12%	-10%	-11%
CCc1ccc(N(CC(=O)NC(C)C)C(=O)CCC(=O)Nc2ccccn2)cc1	1%	-4%	6%
O=c1oc2c(-c3cccc(F)c3)cc(O)cc2s1	0%	-3%	-9%
O=C(CSCc1ccc(C(=O)O)cc1)Nc1ccccc1	0%	-6%	-18%
CC1(C)Cc2c(sc3nnn(Cc4ccc(Cl)cc4)c(=O)c23)CO1	11%	-9%	2%
C=CCS(=O)(=O)N1CCCC(C(=O)c2cccc(Cl)c2)C1 (stereo not drawn)	6%	-4%	-1%
Cn1c(N)c(C(=O)COC(=O)CNC(=O)c2ccccc2F)c(=O)n(C)c1=O	x	-6%	-4%
CCc1nnc(NC(=O)c2nn(-c3ccccc3)nc2C)s1	22%	-20%	-5%
COc1ccc(C)cc1S(=O)(=O)Nc1ccccc1	6%	-2%	-6%
COc1ccc(COc2cc(-c3cccc(OC)c3)nc3ccc(NC(=O)c4ccc(Cl)cc4)cc23)cc1	2%&0%	-11%&-11%	1%
CCOc1ccc(CCNC(=O)CSCc2ccc(C)cc2)cc1OCC	9%	-4%	1%
CC(C)Cn1c(N)c(C(=O)COC(=O)[C@@H]2CCCN2C(=O)c2cccs2)c(=O)n(C)c1=O	1%	3%	-8%
COc1ccc(-n2c(-c3ccc(C)cc3)cc3c2CC(C)(C)CC3=O)cc1Cl	x	-4%	-6%
COc1ccc(NS(=O)(=O)c2ccc(NC(=O)Cc3cccs3)cc2)cc1	-10%	-8%	-15%

Looked up by compound from above (three):
SMILES	N370S GC	GCN5L2 inh	FEN1 inhibitor
O=C(c1cc2ccccc2o1)N1CCN(S(=O)(=O)/C=C/c2ccccc2)CC1	-8%	-8%	0%
CCOc1ccc(CCNC(=O)CSCc2ccc(C)cc2)cc1OCC	9%	-4%	1%
O=C(Nc1cccc(Cl)c1)C1CCCN(S(=O)(=O)c2ccc(F)cc2)C1 (stereo not drawn)	12%	-10%	-11%

Only GCN5L2 inh and FEN1 inhibitor (3 entries from above):
compound | GCN5L2 inh | FEN1 inhibitor
CCc1ccc(N(CC(=O)NC(C)C)C(=O)CCC(=O)Nc2ccccn2)cc1 | -4% | 6%
CC1(C)Cc2c(sc3nnn(Cc4ccc(Cl)cc4)c(=O)c23)CO1 | -9% | 2%
O=C(Nc1cccc(Cl)c1)C1CCCN(S(=O)(=O)c2ccc(F)cc2)C1 (stereo not drawn) | -10% | -11%

The results go on:
SMILES	N370S GC	GCN5L2 inh	FEN1 inhibitor
Cc1cc(C)cc(-n2ccnc2SCC(=O)Nc2nc3ccc(C)cc3s2)c1	x	-10%	-3%
CC(=O)C[C@@H](O)CC(=O)[C@@H]1OC(=O)CCCCCCCc2ccccc21	x	0%	16%
CC(C)Oc1ccc(C(CC(=O)O)NC(=O)Cc2ccc(Cl)cc2)cc1 (stereo not drawn)	-3%	-11%	5%
CC(C)(C)C(=O)Nc1ccc(S(=O)(=O)NC2=NCCCCC2)cc1	x	0%	20%
Cc1cc(N(C)C)ccc1N=Nc1ccc2ncccc2c1	18%	-9%	-29%
COc1ccc(OC)c(S(=O)(=O)N2CCCCC2C(=O)N2CCN(c3ccccn3)CC2)c1 (stereo not drawn)	-10%	0%	0%
C/C(=N\NC(N)=O)C1CC(CC(C)C)C(=O)O1 (stereo not drawn)	0%	-1%	-16%
COc1ccc(OC)c(C2NC(=S)NC(C)=C2C(=O)Nc2ccccn2)c1 (stereo not drawn)	10%	0%	-11%
Cc1cc(C)n(CCC(=O)N/N=C/c2ccccc2O)n1	1%	-7%	2%
Cc1ccccc1OCC(O)Cn1c(=N)n(Cc2ccccc2)c2ccccc21 (stereo not drawn)	u	-8%	-5%
CCN(CC)c1ccc([N+](=O)[O-])cc1/C=N/NC(=O)CC#N	-12%	-4%	-6%
CCn1c(SCC(=O)Nc2ccc(NC(C)=O)cc2)nc2c1c(=O)n(C)c(=O)n2C	0%	-3%	-7%
O=S(=O)(NCc1nc2cccnc2n1Cc1ccc(F)cc1)c1ccc(Cl)s1	x	13%	-4%
Cc1ccc(Nc2nc3ccccc3n3cnnc23)cc1Cl	3%	-5%	13%
O=C(COc1ccc(Cl)cc1)Nc1ccc2[nH]ncc2c1	-4%	1%	-2%
O=[N+]([O-])c1ccc(N2CCN(CC3CCCCC3)CC2)cc1	1%	-11%	-20%
COc1cc(C)ccc1OCCSc1nc2ccc(NC(=O)c3cccs3)cc2s1	x	-11%	-9%
C=CCn1c(SCC(=O)NC(C)(C)C)nnc1-c1ccccc1O	6%	-1%	-17%
Nc1nc(NCc2ccco2)nc(NC2CCCCC2)c1[N+](=O)[O-]	4%	2%	-3%
CC(C)Oc1ccc(CCc2nnc(SC(C)C(=O)O)n2-c2ccccc2)cc1 (stereo not drawn)	3%	-2%	-2%
Cc1nnc(SCC(=O)NC(=O)NC(C)(C)C)s1	-1%	-7%	-7%
CNC(=O)c1[nH]cnc1C(=O)Nc1ccc(OC)cc1	-1%	0%	11%
Cc1nc(/N=C(\N)NC(=O)NC2CCCCC2)nc2ccccc12	19%	0%	-21%
O=c1c2ccccc2n(CC(O)CN2CCOCC2)c2ccccc12 (stereo not drawn)	u	-26%	-3%
N#Cc1ccsc1NC(=O)C1CC(=O)N(Cc2ccccc2)C1 (stereo not drawn)	-3%	2%	15%
CC(C)C(NC(=O)c1c(F)cccc1F)C(=O)NNC(=O)c1ccccc1 (stereo not drawn)	x	1%	1%
CCOC(=O)C1CCCN(C(=O)c2ccc3[nH]c4c(c3c2)CC(C)CC4)C1 (stereo not drawn)	x	-2%	-16%
COc1ccc(CC(C)N2CCN(c3ccccc3)CC2)cc1OC (stereo not drawn)	-1%	0%	-2%
CCNc1nc(NCC)nc(N(C)n2cnnc2)n1	5%	3%	-4%
CC(=O)Nc1ccc(NC(=O)C(C)OC(=O)c2cc(S(=O)(=O)N3CCOCC3)ccc2Cl)cc1 (stereo not drawn)	-5%	3%	-4%
Cc1ccc(N2CCCn3c2cc(C)c(C#N)c3=O)cc1Cl	3%	-2%	4%
O=C(COc1ccccc1Cl)NCCNC(=O)c1ccco1	0%	-6%	-17%
Cc1cc(NC(=O)Cn2c(=O)nc(-c3ccccc3F)c3cc(Cl)ccc32)ccc1Br	x	5%	2%
Cc1ccc(NC2CCCN(C(=O)CCC3=NNC(=O)CC3)C2)cc1C (stereo not drawn)	-5%	-16%	-1%
Cc1ccc(Cc2nc3ccccc3nc2SCC(=O)N2CCC(C)CC2)cc1	x	-12%	-8%
CCn1c(SCC(=O)NCCc2ccccc2)nc2c([nH]c3ccccc32)c1=O	-8%	2%	-3%
CCOC(=O)C1=C(N)Oc2c(oc(CO)cc2=O)C1c1ccc(Cl)cc1 (stereo not drawn)	4%	-7%	8%
CC1CCCCC1NC(=O)C(Cc1ccccc1)NS(=O)(=O)c1cccs1 (stereo not drawn)	11%	-6%[0.501 µM]	0%
CC(C)CNC(=O)C1C2C=CC(C2)C1C(=O)O (stereo not drawn)	0%	1%	1%
COC(=O)C(Cc1c[nH]c2ccccc12)NC(=O)c1cccc(S(=O)(=O)N2CCCCC2)c1 (stereo not drawn)	x	-7%	-11%
O=C(Nc1cccnc1)c1cc2c(ccc3ccccc32)o1	5%	x	-23%
Cc1ccc(C2C=C(c3ccc(Cl)cc3)Nc3nc(NC(=O)CCC(=O)O)nn32)cc1 (stereo not drawn)	x	2%	-3%
CCOc1ccc(-n2nc(CO)c(C(=O)NCc3cccc(OC)c3)n2)cc1	x	-7%	-13%
COc1ccc(C2C(=O)c3ccccc3C2=O)c(OC)c1	2%	-1%	-3%
COc1ccc(Cl)cc1NC(=O)[C@H]1O[C@@H]2OC(C)(C)O[C@@H]2[C@H]2OC(C)(C)O[C@H]21	x	-12%	-1%
O=[N+]([O-])c1ccccc1/C=N/NC1=NS(=O)(=O)c2ccccc21	7%	-15%	-4%
O=C(CSc1nc2nccnc2c(=O)n1Cc1cccs1)Nc1ccccc1F	u	-2%	2%
Cc1ccc(C)c(S(=O)(=O)NCC(=O)NCc2ccco2)c1	10%	-2%	-4%
Cc1ccc(N(C)S(=O)(=O)c2cccc(C(=O)Nc3nnc(C4CC4)s3)c2)cc1	-3%	1%	-3%
Cc1c(NC(C)c2ccccc2O)c(=O)n(-c2ccccc2)n1C (stereo not drawn)	-11%	-2%	-5%
CCOC(=O)N1CCN(C(=O)Cc2ccc(Cl)cc2)CC1	-4%	-3%	-2%
CC(=O)Nc1cccc(NS(=O)(=O)c2c(C)noc2C)c1	x	-2%	5%
COc1ccc(C2=NN(C(C)=O)CC2c2cccc([N+](=O)[O-])c2)cc1 (stereo not drawn)	-3%	-11%	-15%
O=C(CN1CC[C@@]2(O)CCCC[C@H]2[C@@H]1c1ccc(F)cc1)NCc1ccco1	-3%	-3%	3%
CC(C[N+](C)(C)C)OC(N)=O (stereo not drawn)	13%&3%&6%&-6%	-5%&2%&1%&6%	u
Cc1cc(N2CCN(c3ccc(F)cc3)CC2)nc(-c2ccccc2)n1	-24%	-7%	4%
COc1ccc(C(=O)N(C)C2CCCc3ccccc32)cc1OC1CCN(C(C)C)CC1 (stereo not drawn)	-12%	-25%	8%
CN(C)S(=O)(=O)c1cccc(C(=O)Nc2ccc(C(=O)Nc3cccc(S(N)(=O)=O)c3)cc2)c1	x	-6%	-8%
O=C(CC1CCCC1)Nc1cc(C(F)(F)F)ccc1-n1cncn1	x	0%	11%
O=C1CC(C2CCCO2)C(=O)N1c1ccc(Cl)c(Cl)c1 (stereo not drawn)	4%	-2%	-3%
(next part)
SMILES	N370S GC	GCN5L2 inh	FEN1 inhibitor
CC(C)C(NC(=O)c1ccc(F)cc1)C(=O)N1CCN(c2ccccn2)CC1 (stereo not drawn)	x	-3%	-1%
COC(=O)c1c(NC(=O)COC(=O)c2ccccc2O)sc2c1CCCCC2	16%	-1%	6%
CC1=C(C(=O)OC(C)(C)C)C(c2ccc(Br)cc2)NC(=O)N1CCCC(=O)O (stereo not drawn)	-5%	-2%	-1%
COc1ccc2c(C)c(CCC(=O)NCc3cccc(Cl)c3)c(=O)oc2c1	x	-6%	-4%
O=c1/c(=C/c2ccc(CNS(=O)(=O)c3ccccc3)o2)sc2n1CCN=2	-2%	-7%	3%
COc1ccc(-c2nnc3n2-c2ccccc2SC3)cc1OC	-8%	-2%	1%
C=CCSc1nc2ccccc2n1Cc1nnc(-c2cccs2)o1	23%	-7%	-18%
CCOC(=O)/C(N=Nc1sc(C(=O)OC)c(C)c1C(=O)OCC)=C(\O)CCl	-4%	3%	1%
COc1ccc(NC(=O)c2c(Cl)n(C)c3ccccc23)cc1	6%	-2%	10%
Cc1nc(C)c(-c2ccc(SCC(=O)Nc3ccc(F)c(F)c3)nn2)s1	x	-6%	-8%
COc1cccc(NC(=S)C(C#N)=C2N(C)c3ccccc3N2C)c1	-12%	-19%	1%

From PubChem

No enrichment for hits. About 0.54% of those tested had a hit in this group.
